# Assay outcomes as filed in PubChem.
# ASAP1 GAP inh: inhibitors of human ASAP1 ArfGAP activity, primary screen, biochemical, fluorescence polarization | 360,000 compounds, 0.19% hits | Arf-GAP with SH3 domain, ANK repeat and PH domain-containing protein 1 (Homo sapiens), … | ASAP1-stimulated ARF1 GTP hydrolysis, GDP FP detection | inhibition, % at 16.5 µM; in the data active = inhibition above about 25%;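 also: 0% = vehicle with enzyme and substrate and 100% = no enzyme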
# UHRF1 MBD2 ctr: UHRF1 methylated DNA binding inhibitors, primary screen, counter-screen for MBD2 inhibitor project, biochemical, TR-FRET, human UHRF1, single concentration | 370,000 compounds, 0.75% hits | inhibition, % at 4.4 µM | UHRF1 binding to methylated oligo | E3 ubiquitin-protein ligase UHRF1 (Homo sapiens), Q96T88; in the data active = inhibition above about 21%;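 also: UHRF1 SRA domain binding a hemimethylated CpG hairpin DNA probe; 0% = median of test compound wells and 100% = reference inhibitor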
# DDE Tn6 FP inh: inhibitors of Tn6 peptide binding to fibrin DD(E), primary screen, biochemical, fluorescence polarization, human fibrin, Tn6 probe; Fibrinogen beta chain (Homo sapiens), P02675; Fibrin DD(E) TRITC-Tn6 fluorescence polarization displacement; inhibition, % at 8.3 µM; 370,000 compounds, 0.21% hits;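 active = inhibition above a per-campaign cutoff: mean of compounds within control limits plus 3 SD, cut at about 15% in these data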;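 also: 0% = median of all compound wells on the plate and 100% = blocking peptide control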
# Target sequence (P02675 whole entry, looked up): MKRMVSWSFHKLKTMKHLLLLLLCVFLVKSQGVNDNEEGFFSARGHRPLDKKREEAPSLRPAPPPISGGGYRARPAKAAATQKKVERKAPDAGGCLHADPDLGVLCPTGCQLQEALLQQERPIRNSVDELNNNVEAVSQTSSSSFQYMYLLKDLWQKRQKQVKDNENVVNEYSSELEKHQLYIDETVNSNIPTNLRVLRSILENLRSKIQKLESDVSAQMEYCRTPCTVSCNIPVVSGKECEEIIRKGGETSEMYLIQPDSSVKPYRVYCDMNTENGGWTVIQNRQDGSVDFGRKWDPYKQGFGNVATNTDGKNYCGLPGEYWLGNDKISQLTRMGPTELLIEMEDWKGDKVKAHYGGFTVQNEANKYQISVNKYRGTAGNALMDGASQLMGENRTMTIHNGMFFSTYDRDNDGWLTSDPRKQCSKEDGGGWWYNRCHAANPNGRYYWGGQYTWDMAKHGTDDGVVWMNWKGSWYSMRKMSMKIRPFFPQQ
# ARFGAP1 inh: inhibitors of rat ARFGAP1 GAP activity, primary screen, biochemical, fluorescence polarization, GDP tracer; Arfgap1-stimulated ARF1 GTP hydrolysis, GDP FP detection; 360,000 compounds, 0.26% hits; inhibition, % at 16.5 µM;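 active = inhibition above a per-plate limit, mean inhibition of low control wells plus 3 SD, cut at about 25% in these data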;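 also: 0% = DMSO wells with enzyme and 100% = wells lacking Arfgap1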
# Target sequence (Q62848 1-136 limits assumed): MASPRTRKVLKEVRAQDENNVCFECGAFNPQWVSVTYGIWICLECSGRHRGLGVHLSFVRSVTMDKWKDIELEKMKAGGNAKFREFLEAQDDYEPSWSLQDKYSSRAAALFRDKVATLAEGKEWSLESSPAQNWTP
#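 Material – truncated rat Arfgap1 GAP domain · Buffer or medium – HEPES-based buffer, pH 7.5 · Reagent – human ARF1(Δ1-17)-GTP substrate · Dosing – 16.5 µM single point, 1.26% DMSO · Schedule – GTP hydrolysis reaction 2 h at 25 °C · Technique – GDP detection by fluorescence polarization · Benchmarks – No-Arfgap1 wells (100%) versus DMSO full-reaction wells (0%) · Repeats – single replicate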
# Rev-erbA mod: modulators of Rev-erb alpha DNA binding, primary screen, biochemical, FITC-DNA, fluorescence polarization, uHTS. Nuclear receptor subfamily 1 group D member 1 (Homo sapiens), P20393. Rev-erbα–FITC-DNA binding, 90 min. activity, % at 10 µM. 370,000 compounds, 0.79% hits. AID 1259318, 2017;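 active = activity above about 14%, limit read from the data; passing the limit was not always enough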;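 also: 0% = DMSO wells with 35 nM protein and 100% = DMSO wells with 750 nM protein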
# PLC-gamma1 inh: PLC-gamma1 enzyme inhibitors, primary screen, biochemical, fluorescence, purified enzyme; fluorogenic substrate; AID 720700, 2013; 370,000 compounds, 0.84% hits; inhibition, % at 12.2 µM; in the data active = inhibition above about 9.5%
# DDE Tn7 FP inh: inhibitors of Tn7 peptide binding to fibrin DD(E), primary screen, biochemical, fluorescence polarization, human fibrin, Tn7 probe. Fibrinogen beta chain (Homo sapiens), P02675. FP displacement of FITC-Tn7 peptide from fibrin DD(E); 0% = median of compound wells per plate. inhibition, % at 8.3 µM. 370,000 compounds, 0.13% hits. AID 720508, 2013;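 active = inhibition above the mean of compounds falling within the control limits plus 3 SD of them, cut at about 14% in these data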;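 also: 0% = plate median of compound wells and 100% = 10 µM Aha-Tn7 peptide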
#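 Test system: human clot-derived fibrin DD(E) complex / Quantity: 2 µM final DD(E) protein / Incubation: 10 min plus 3 h, room temperature / Measured by: fluorescence polarization / Benchmarks: high control of 10 µM Aha-Tn7 peptide / Replicates: singlicate testing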
# sPLA2-III inh: human group III sPLA2 inhibitors, primary screen, biochemical, QFRET, BODIPY PC-A2 liposome substrate | AID 743126, 2013 | 370,000 compounds, 0.56% hits | inhibition, % at 12.2 µM | QFRET BODIPY PC-A2 liposome hydrolysis, fluorescence;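 active = inhibition above mean plus 3 SD of compounds lying within the high and low control bounds, cut at about 19% in these data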;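 also: 0% = median of test compound wells and 100% = no enzyme DMSO wells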
# proKLK7 act: proKLK7 zymogen activators, primary screen, biochemical, fluorescence intensity. purified proKLK7, EDANS-DABCYL substrate fluorescence; 100% is mature enzyme control, 0% vehicle. 370,000 compounds, 0.9% hits. activation, % at 7 µM;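 active = activation above the mean of all tested compounds plus 3 SD, computed per campaign excluding outliers beyond control limits, cut at about 13% in these data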
# Target sequence (P49862 whole entry, looked up): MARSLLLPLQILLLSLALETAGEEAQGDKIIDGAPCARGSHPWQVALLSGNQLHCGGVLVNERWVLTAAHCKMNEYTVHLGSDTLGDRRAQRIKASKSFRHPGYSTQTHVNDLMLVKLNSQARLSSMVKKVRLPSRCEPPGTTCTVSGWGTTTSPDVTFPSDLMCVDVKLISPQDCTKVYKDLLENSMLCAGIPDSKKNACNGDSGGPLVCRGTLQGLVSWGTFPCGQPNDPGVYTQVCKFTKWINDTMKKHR
# PLCb3 inh: human PLC-beta3 inhibitors, primary screen, biochemical, fluorescence; 370,000 compounds, 0.18% hits; Purified PLC-beta3, fluorogenic substrate; 1-phosphatidylinositol 4,5-bisphosphate phosphodiesterase beta-3 (Homo sapiens), Q01970; AID 720704, 2013; inhibition, % at 12.2 µM; in the data active = inhibition above about 11%;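 also: 0% = median of compound wells on plate and 100% = full blocker control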
# Active calls of the source: *; x = no result given.
compound	ASAP1 GAP inh	UHRF1 MBD2 ctr	DDE Tn6 FP inh	ARFGAP1 inh	Rev-erbA mod	PLC-gamma1 inh	DDE Tn7 FP inh	sPLA2-III inh	proKLK7 act	PLCb3 inh
CCOC(=O)Cc1csc(NC(=O)c2c(O)c3c(n(CC(C)C)c2=O)CCCC3)n1	-4	1	-6	14	7	-8	6	4	-2.5	-14
CCN(CC(=O)Nc1ccc(NC(C)=O)cc1)C(=O)/C=C/c1cccs1	-14	-4	-3	-3	-3	3	0	-1	-0.5	4
NC(=O)NC(=O)CN1C(=O)NC(c2ccccc2)(c2ccccc2)C1=O	3	2	3	3	1	11*	-2	9	0.4	3
C=CCn1c(O)c(CN2CCCCC2)c(C)c(C#N)c1=O	-4	-2	-12	13	6	-23	2	8	3.0	-46
CCS(=O)(=O)N1CCN(c2ccc(C(=O)N3CCOCC3)cc2[N+](=O)[O-])CC1	-5	2	7	4	1	1	-9	-3	-0.3	-71
COc1ccc(CNc2nc3ccccc3n2Cc2ccc(C)cc2)cc1OC	3	-5	-2	-9	-6	-2	9	-2	-0.2	0
O=c1oc(-c2cccs2)nc2sc3c(c12)CCCC3	0	13	13	12	-5	-15	-7	4	-0.1	-19
COc1ccc(-n2c(SCC(=O)Nc3ccc(Br)cc3)nc(O)cc2=O)cc1	-4	1	9	-8	-1	0	5	-14	-0.5	-8
COc1ccc(C(=O)NCC(=O)OCC(=O)c2ccc3c(c2)NC(=O)CO3)cc1OC	-4	3	1	2	-1	0	-6	-3	-1.1	3
Cc1ccc(-c2csc3nc(C)n(-n4cccc4)c(=O)c23)o1	-1	0	6	4	5	-4	7	7	-1.5	-9
Cc1cccc(N(CC(=O)NCCC2=CCCCC2)S(C)(=O)=O)c1C	-8	-3	11	-8	-1	2	5	-10	0.9	1
Cc1cccc(NC(=O)Nc2ccc(OCc3ccccc3)cc2)n1	16	3	-1	7	5	-1	-1	-1	-0.1	-1
Cc1ccc(CN2CCN(C/C=C/c3ccc(F)cc3)CC2CCO)o1 (stereo not drawn)	8	6	1	4	-1	-2	-2	-18	0.4	-5
CCCOC(=O)Cn1cnc2scc(-c3ccc(C)cc3)c2c1=O	-8	-1	4	-2	1	-2	3	-3	-0.1	-5
O=C(NCCc1cccc(F)c1)C1CC(O)CN1C(=O)Nc1ccccc1 (stereo not drawn)	-4	-1	7	-1	-4	3	3	-3	0.1	1

# Following part.
compound	ASAP1 GAP inh	UHRF1 MBD2 ctr	DDE Tn6 FP inh	ARFGAP1 inh	Rev-erbA mod	PLC-gamma1 inh	DDE Tn7 FP inh	sPLA2-III inh	proKLK7 act	PLCb3 inh
COc1ccc(C(=O)NC(=S)Nc2ccccc2[N+](=O)[O-])cc1OC	10	2	-7	5	-5	7	-10	18	-0.5	5
Cc1ccc(-c2cc(-c3nnc(SCC(=O)Nc4nccs4)n3N)[nH]n2)cc1	x	2	-1	x	3	-1	-5	1	-0.2	0
CC(C)NC(=O)C1(C)CN(S(C)(=O)=O)CC(=O)N1Cc1cccc(C(F)(F)F)c1 (stereo not drawn)	-13	4	-3	-8	4	-2	-4	6	0.3	-2
COc1ccc(CN2CCN(C(=O)CC(C)C)CC2)c2ccccc12	-1	-3	2	-3	-6	2	2	-5	0.5	3
NC(=O)SCC(=O)Nc1ccc(Cl)c(Cl)c1	8	-5	-1	-10	-4	-2	-2	0	0.0	3
OCCN1CCN(c2cnc(-c3ccsc3)cn2)CC1	-3	1	-1	-6	1	-33	5	8	3.2	-48
CC(C)C(=O)Nc1cc2c3c(c1)CCC(=O)N3CCC2	-13	2	6	25*	-5	2	-5	6	-0.6	-5
O=C(Cc1ccccc1)NNC(=O)Nc1cccc(Cl)c1	11	-1	-2	7	1	5	-6	-9	-0.2	2
CCCCC(CC)CNC(=O)CN1C(=O)NC2(CCc3ccccc32)C1=O (stereo not drawn)	7	0	1	-1	-1	1	-10	-5	0.6	-3
Cc1cc(C(=O)OCC(=O)NC2(C#N)CCCCC2)c(C)o1	9	-1	-4	-9	0	1	0	-4	-0.1	2
Cc1cc2nc(N3CCN(C(=O)c4cccs4)CC3)sc2cc1C	-10	3	3	10	-7	-1	4	4	-0.1	-6
O=C(NNc1c(F)c(F)cc(F)c1F)c1cc2ccccc2oc1=O	-3	-3	0	0	0	3	-1	-2	0.1	-5
Cc1cc(NS(=O)(=O)Cc2ccccc2)no1	0	1	2	-4	-6	-1	1	4	0.0	0
COc1ccc(-c2nc3nc(C)c(Cc4ccccc4)c(=O)n3[nH]2)cc1	2	-1	6	0	3	3	11	-4	-0.5	1
CCOc1cnc(-c2c(-c3c(Cl)cccc3Cl)noc2C)o1	4	0	0	6	3	0	2	-6	0.0	-2

# Next part:
compound	ASAP1 GAP inh	UHRF1 MBD2 ctr	DDE Tn6 FP inh	ARFGAP1 inh	Rev-erbA mod	PLC-gamma1 inh	DDE Tn7 FP inh	sPLA2-III inh	proKLK7 act	PLCb3 inh
CC(=O)Nc1ccc(C(=O)Nc2cccc(S(=O)(=O)N(C)c3ccccc3)c2)cc1	-2	-1	-7	-5	4	-2	4	-12	-0.1	-7
Cn1c(=O)c2c(ncn2CC(=O)Nc2ccc3c(c2)OCO3)n(C)c1=O	5	-3	-1	-16	-1	-1	-1	4	-0.2	0
CCN(CC)CCNC(=S)NC(=O)c1cn(-c2ccccc2)nc1-c1ccc(OC)cc1	5	2	-1	5	-4	-1	-5	-2	-0.1	-4
Cn1nc(C(=O)NNC(=O)c2ccccc2F)c2ccccc2c1=O	-12	14	6	0	-5	3	2	11	-0.2	-6
COc1ccc(C2C(C(=O)NCc3cccnc3)c3cc(OC)c(OC)cc3C(=O)N2C)cc1 (stereo not drawn)	-10	-2	8	-14	5	-1	-2	5	-0.5	-2
CCC1=C(OC(=O)N(CC)CC)N2C(=O)OC(=NCC3CC3)[C@]2(Cc2ccccc2)[C@H]2C1=CC[C@H]1C(=O)NC(=O)[C@H]12	-2	-1	2	4	2	-1	0	-7	0.1	5
CC(C)(C)c1cc(/C=N/NC(=O)C[n+]2ccccc2)cc(C(C)(C)C)c1O	-3	0	3	-12	5	6	-6	-43	-0.6	3
CCOC(=O)c1cnc2c(C)c(C)ccc2c1Nc1ccc(S(=O)(=O)Nc2ncccn2)cc1	-9	-2	1	3	2	-1	-4	1	-0.2	-4
CCN(C(=O)COC(=O)c1ccc2c(c1)OCO2)c1ccccc1	13	0	3	14	1	-5	0	-2	-1.5	-3
Cc1ccc(OCCN(C)C(=O)C2CCC(=O)N(Cc3ccccc3F)C2)cc1 (stereo not drawn)	-14	-1	-4	5	-9	2	-3	0	-0.1	-6
COc1ccc2oc(=O)c(C(=O)O)cc2c1	-9	2	-5	-2	0	-285	2	1	11	-414
CCCCCC(=O)NNC1CC(=O)N(c2ccccc2)C1=O (stereo not drawn)	1	4	0	8	-3	-1	-2	5	-0.9	-8
O=C(CCNC(=O)c1ccc(Br)o1)NCc1ccccn1	9	-4	4	11	2	-3	2	0	0.2	-4
O=C(CCc1nc(-c2ccccc2Cl)no1)NCC1CCCO1 (stereo not drawn)	0	-2	4	3	-1	-2	-3	-1	0.2	-6
O=C(CSc1n[nH]c(-c2ccncc2)n1)Nc1ccc(Cl)c(C(=O)O)c1	7	0	1	1	-7	1	-1	0	0.1	-9

# Random excerpt: four entries already listed, in no set order.
compound	ASAP1 GAP inh	UHRF1 MBD2 ctr	DDE Tn6 FP inh	ARFGAP1 inh	Rev-erbA mod	PLC-gamma1 inh	DDE Tn7 FP inh	sPLA2-III inh	proKLK7 act	PLCb3 inh
O=C(CSc1n[nH]c(-c2ccncc2)n1)Nc1ccc(Cl)c(C(=O)O)c1	7	0	1	1	-7	1	-1	0	0.1	-9
COc1ccc(C2C(C(=O)NCc3cccnc3)c3cc(OC)c(OC)cc3C(=O)N2C)cc1 (stereo not drawn)	-10	-2	8	-14	5	-1	-2	5	-0.5	-2
CCC1=C(OC(=O)N(CC)CC)N2C(=O)OC(=NCC3CC3)[C@]2(Cc2ccccc2)[C@H]2C1=CC[C@H]1C(=O)NC(=O)[C@H]12	-2	-1	2	4	2	-1	0	-7	0.1	5
Cn1c(=O)c2c(ncn2CC(=O)Nc2ccc3c(c2)OCO3)n(C)c1=O	5	-3	-1	-16	-1	-1	-1	4	-0.2	0

# Single records (already shown):
# CCN(C(=O)COC(=O)c1ccc2c(c1)OCO2)c1ccccc1 in the list: ASAP1 GAP inh: 13; UHRF1 MBD2 ctr: 0; DDE Tn6 FP inh: 3; ARFGAP1 inh: 14; Rev-erbA mod: 1; PLC-gamma1 inh: -5; DDE Tn7 FP inh: 0; sPLA2-III inh: -2; proKLK7 act: -1.5; PLCb3 inh: -3
# CC(=O)Nc1ccc(C(=O)Nc2cccc(S(=O)(=O)N(C)c3ccccc3)c2)cc1 in the list: ASAP1 GAP inh: -2; UHRF1 MBD2 ctr: -1; DDE Tn6 FP inh: -7; ARFGAP1 inh: -5; Rev-erbA mod: 4; PLC-gamma1 inh: -2; DDE Tn7 FP inh: 4; sPLA2-III inh: -12; proKLK7 act: -0.1; PLCb3 inh: -7

# Further compounds follow.
compound	ASAP1 GAP inh	UHRF1 MBD2 ctr	DDE Tn6 FP inh	ARFGAP1 inh	Rev-erbA mod	PLC-gamma1 inh	DDE Tn7 FP inh	sPLA2-III inh	proKLK7 act	PLCb3 inh
Cc1ccc(NC(=O)c2ccc(NCc3ccc(F)cc3)nc2)cc1	-8	2	-3	-11	-2	2	-5	5	-0.5	-37
CS(=O)(=O)N(Cc1ccccc1)c1ccc(C(=O)N2CCc3ccccc3C2)cc1	-16	-2	3	-1	2	0	3	-19	0.6	-1
CCOC(=O)c1cc(NC(=O)N(C)C2CCCCC2)c(C)nc1C	-5	1	-3	-5	0	-3	-2	6	1.2	-10
COc1ccc(-c2ccc([C@H]3[C@H]4C=CC[C@@H](C)[C@@H]4C(=O)N3Cc3ccccc3)c(F)c2)cc1OC	15	-4	-9	-2	2	-3	14*	-9	-2.9	-5
